High-throughput results (PubChem)
TexasRed fluor – counter-screen for TRb-SRC2 inhibitors: fluorescence interference; TRb/SRC2 Texas Red total fluorescence interference; 0.29% of 280,000 active; Potency, µM (doses to about 106 µM), without a hit: at the top dose fluorescence change, negative = quenching; active = well fitted curve in either direction with a large enough effect; inconclusive = small, poorly fitted or top-dose-only effect
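Flags fluorescent or light-absorbing compounds by total fluorescence, S + 2P, at 555 nm excitation and 632 nm emission. Mixture: 20 nM Texas Red SRC2 peptide, 0.6 uM human TRb LBD, 1 uM T3, 5% DMSO; compound exposure 5 h at ambient temperature.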
GoLoco inh red – inhibitors of human Gai1-RGS12 GoLoco interaction (red fluorophore); Gai1:RGS12 GoLoco peptide FP, rhodamine, 10 min; Potency, µM (titrated, usually from 61.6 µM), without a hit: top-dose activity, negative = inhibition, most hits filed as inhibitors; 0.44% of 230,000 active; P63096; AID 880; active = well fitted inhibition curve with a large enough effect, not every such curve was filed as active; inactive = no such curve, though single readings can be large or run the other way; also: nearly all actives have a fitted effect of over 30% in size; many of its hits are not listed in these tables
Target sequence (P63096 whole entry, looked up): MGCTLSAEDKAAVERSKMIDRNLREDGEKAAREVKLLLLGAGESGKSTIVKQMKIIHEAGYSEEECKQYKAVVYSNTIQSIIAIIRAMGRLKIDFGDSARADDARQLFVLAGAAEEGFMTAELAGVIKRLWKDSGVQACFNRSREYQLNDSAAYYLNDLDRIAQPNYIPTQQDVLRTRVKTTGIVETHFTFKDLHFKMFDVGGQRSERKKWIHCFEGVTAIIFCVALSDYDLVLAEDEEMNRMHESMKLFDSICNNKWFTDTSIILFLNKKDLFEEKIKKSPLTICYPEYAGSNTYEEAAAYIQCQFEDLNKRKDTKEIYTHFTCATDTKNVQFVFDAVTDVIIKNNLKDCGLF
KDM4E inh – JMJD2E (human) inhibition; B2RXH2; JMJD2E catalytic domain, FDH-coupled NADH fluorescence (FDH is formaldehyde dehydrogenase); Potency, µM (doses to about 57.1 µM), for inactives: top-dose activity change, negative = inhibition, most hits filed as inhibitors; 1.6% of 230,000 active; AID 2147; active = well fitted inhibition curve with a large enough effect, not every such curve was filed as active; inconclusive = small, poorly fitted or top-dose-only effect, or another doubt; inactive = no such curve, though single readings can be large or run the other way;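 also: 0% = wells with enzyme and -100% = buffer wells without enzyme; nearly all actives have a fitted effect of over 50% in size; many of its hits are not listed in these tables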
RECQ1 helicase – RECQ1 (human) helicase inhibition. RECQ1 DNA unwinding, red fluorescence kinetic read. Potency, µM (doses to about 57.3 µM), for the others: top-dose activity, negative = inhibition, hits mostly inhibitors. 0.54% of 240,000 active. AID 2549;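 also: plate controls were vehicle for no effect and no enzyme for full effect; nearly all actives have a fitted effect of over 30% in size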
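RECQ1T1 50 nM; forked duplex (20 bp + 30-nt ss tails) 200 nM, ATP 2 mM final; pH 8.0, 2 mM MgCl2, 2.5 ug/ml poly(dI-dC); 15 min compound preincubation; discontinuous kinetic read over 2 h at RT.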
L3MBTL1 inh – L3MBTL1 (human) inhibition; AlphaScreen L3MBTL1–H3K9me1 peptide binding; Potency, µM (highest dose often 57.1 µM), for the others: at the highest dose activity, negative = inhibition, usual class: inhibitors; 0.66% of 230,000 active; also: nearly all actives have a fitted effect of over 60% in size
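Read-out is AlphaScreen signal from streptavidin donor and nickel chelate acceptor beads (10 ug/mL final each) bridging L3MBTL1 (50 nM) and biotinylated K9-monomethylated H3(1-15) peptide (75 nM), after 30 min compound exposure at room temperature.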
Tau fibril ThT – inhibitors of human tau fibril formation, thioflavin T binding. P10636. recombinant tau K18 P301L, heparin-induced fibrillization, ThT fluorescence. Potency, µM (doses to about 57.4 µM), without a hit: top-dose activity, negative = inhibition, actives largely listed as inhibitors. 2.1% of 270,000 active; also: nearly all actives have a fitted effect of over 55% in size
Target sequence (P10636 561-689 P618L limits assumed): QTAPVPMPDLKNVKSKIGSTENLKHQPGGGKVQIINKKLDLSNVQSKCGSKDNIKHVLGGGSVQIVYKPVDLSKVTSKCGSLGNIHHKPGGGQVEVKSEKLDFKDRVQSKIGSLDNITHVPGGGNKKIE
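Using a mix of unlabeled (15 uM) and Alexa 594-labeled (0.24 uM) tau K18 P301L, heparin-triggered fibrillization over 6 hr at 37 C was scored by ThT fluorescence.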
TRb SRC2 PPI – inhibitors of human thyroid hormone receptor beta-SRC2 interaction; TRbeta-SRC2 peptide binding, fluorescence polarization; receptor liganded with 1 µM T3; Potency, µM (top dose mostly 106 µM), for the others: at the top dose activity change, negative = inhibition, most hits filed as inhibitors; 0.065% of 280,000 active; AID 1469;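 also: plate controls were bound peptide for no effect and peptide without receptor for full effect; nearly all actives have a fitted effect of over 50% in size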
Target sequence (P10828 whole entry, looked up): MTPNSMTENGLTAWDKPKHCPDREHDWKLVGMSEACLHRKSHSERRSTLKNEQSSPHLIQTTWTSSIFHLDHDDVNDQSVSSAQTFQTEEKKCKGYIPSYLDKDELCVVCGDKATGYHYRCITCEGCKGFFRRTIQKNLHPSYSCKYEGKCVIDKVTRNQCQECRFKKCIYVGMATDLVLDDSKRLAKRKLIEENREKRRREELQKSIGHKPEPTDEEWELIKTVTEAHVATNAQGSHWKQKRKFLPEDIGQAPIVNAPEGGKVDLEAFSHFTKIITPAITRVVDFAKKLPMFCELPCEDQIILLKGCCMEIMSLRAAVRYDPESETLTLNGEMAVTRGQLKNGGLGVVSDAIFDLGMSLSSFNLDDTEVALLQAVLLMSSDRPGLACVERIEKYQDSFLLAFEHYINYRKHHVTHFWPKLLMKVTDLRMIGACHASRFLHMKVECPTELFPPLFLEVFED
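Human TRb ligand-binding domain (0.6 uM) is mixed with 20 nM Texas Red SRC2 peptide and 1 uM T3; after compound addition and 5 hr at ambient temperature, polarization is measured and normalized to unbound and bound controls.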
Tau FP inhib – tau fibrillization inhibition (FP). P10636. K18 P301L tau heparin fibrillization, Alexa594 FP, 6 h. Potency, µM (highest dose often 57.7 µM), for inactives: top-dose activity, negative = inhibition, hits mostly inhibitors. 0.39% of 280,000 active; also: nearly all actives have a fitted effect of over 55% in size
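Steps: dispense K18 P301L tau (15 uM plus 0.24 uM Alexa 594 tracer, final) in pH 7 sodium acetate; add compound; add heparin (20 uM final); incubate 6 hr, 37 C; add ThT (30 uM final); after 1 hr ambient, read FP.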
* hit, by the source's call; i = inactive; ? = inconclusive; · = no result given; & = joins results of further samples; ! = a repeat was not active; [ ] = another dose, or the depositor's remark. Unless noted, calls follow the shape of the dose curve; as a rule, active = well fitted curve in the direction sought with a large enough effect; inconclusive = small, poorly fitted or top-dose-only effect, or another doubt; inactive = no such curve, though single readings can be large; an effect the other way counts as inactive or inconclusive. Unless noted, % is scaled to controls: 0 for no effect and ±100 for the full control effect; potency is read from the fitted curve at half-maximal effect. A portion of the library; the hit share may differ from the screen's.

Every second line gives: TexasRed fluor | GoLoco inh red | KDM4E inh | RECQ1 helicase | L3MBTL1 inh | Tau fibril ThT | TRb SRC2 PPI | Tau FP inhib
- O=C(Nc1ccc2c(c1)OCO2)C1CCN(S(=O)(=O)c2cccs2)CC1
→ 0% | -1% | -4% | -6% | -9% | ? | -1% | 15%
- CS(=O)(=O)N1CCc2cc(C(=O)O)ccc21
→ 2% | 8% | 7% | -4% | 22%[11.4 µM] | -2% | 1% | 1%
- COc1ccc(N=C(C)C2=C(O)c3ccccc3C2=O)cc1
→ -3% | 8% | 11% | -8% | -6% | ? | 3% | 1%
- O=C(C[n+]1ccn(CCCNP2(=O)C=C(c3ccccc3)OC(c3ccccc3)=C2)c1)c1cccs1
→ 0% | 5% | 3% | 3% | · | ? | -1% | -2%
- N#CC1=C2SCN(Cc3ccco3)CN2C(=O)CC1c1c(F)cccc1Cl (centres undefined)
→ 0% | -23% | ? | -3% | · | 7.1µM* | 2% | ?
- O=C(Nc1ccc(Cl)cn1)c1cc2c(s1)-c1ccccc1OC2
→ -2% | -1% | ? | 8% | 40%[activator] | -8% | 3% | -13%
- CC(C)(C)NC(=O)C(Cc1ccccc1)NS(=O)(=O)c1ccc2c(c1)CCC(=O)N2 (centres undefined)
→ 1% | 11% | 5% | -17% | 7% | -9% | -4% | -10%
- O=C(CCSCCc1ccccn1)Nc1c(F)cc(F)cc1Br
→ -1% | 6% | -2% | -5% | -5% | 1% | 12% | 7%
- COc1ccc(/C(O)=C2/C(=O)C(=O)N(CCN(C)C)C2c2ccc(C)cc2)cc1Cl (centres undefined)
→ 1% | -5% | -8% | -19% | 1% | -6% | -1% | 1%
- C#CCNC(=O)C1=C[C@H](c2ccc3c(c2)OCO3)[C@@H](CCCO)[C@H](OCC)O1
→ -1% | 1% | 2% | -4% | 1% | 2% | -9% | 3%
- CCCn1c(=N)c(C(=O)NCc2ccco2)cc2c(=O)n3cc(C)ccc3nc21
→ -1% | · | · | · | · | -7% | 1% | -1%
- CC1=CS/C(=C(/C#N)C(=O)N2CCCCC2)N1c1ccccc1
→ 0% | -11% | 5% | i | · | -10% | -1% | -3%
- O=C(Cn1cc(C(=O)COc2ccccc2)c2ccccc21)NCc1ccco1
→ 1% | 49%[activator] | 3% | i | · | -11% | 6% | -9%
- COc1ccc(NC(=S)NN2C(C)CCCC2C)cc1 (centres undefined)
→ 0% | · | -3% | -2% | 11% | -8% | -1% | -1%
- O=C(CC1N=C2c3ccccc3N=C(SCc3cccc(F)c3)N2C1=O)NCc1cccs1 (centres undefined)
→ -5% | · | · | · | · | -7% | 1% | -1%
- CCCCCCN(C(=O)CCCCCN1C(=O)NC(c2ccc(-c3ccccc3)cc2)C(C(=O)OCc2ccccc2)=C1C)C(C)C(=O)NCCCC (centres undefined)
→ -1%&-6% | 7%&6% | 35µM*! | -3%&-9% | -11% | ? | 0%&-1% | -6%&14%
- CCOC(=O)c1ccc(NC(=O)Cn2nc(C)c3nn(-c4ccc(Cl)cc4)c(C)c3c2=O)cc1
→ -1% | · | · | · | · | 0% | 4% | 9%
- Cc1nc2ccccc2c(=O)n1CCCN1CCOCC1
→ -2% | -11% | -12% | -15% | · | · | 1% | -4%
- O=C(NCCS(=O)(=O)N1CCN(c2ccc(F)cc2)CC1)c1cc(=O)c2ccccc2o1
→ -2% | · | · | · | · | 10% | 0% | -5%
- CN(C)CCC(c1ccccc1)c1ccccn1 (centres undefined)
→ -2%&2%&1%&0% | -7%&3%&2%&-9% | ? | 32%&-8%&12%&-14%[activator] | 7%&-9% | -2%&-1%&-10% | -3%&3%&4%&0% | 6%&-6%&-3%
- CC(C)(C)c1ccc(OCC(=O)Nc2c(C(=O)c3ccc(F)cc3)oc3ccccc23)cc1
→ -5% | · | · | · | · | -11% | 2% | ?
- CCn1c(=O)cc(OCC(=O)N2CCN(c3ccc(OC)cc3)CC2)c2ccccc21
→ -5% | · | · | · | · | ? | -9% | 1%
- COc1ccc(OC)c(NC(=O)CSc2nnc3ccc(-c4ccncc4)nn23)c1
→ -5% | 4% | 3% | -3% | 7% | -5% | 4% | 5%
- O=C(O)c1cc(-c2ccccn2)n[nH]1
→ -4% | 7% | -5% | -2% | 1% | -3% | -5% | -5%
- O=C(OCC(O)COC(=O)c1cccnc1)c1cccnc1
→ -2% | -1% | -4% | -8% | 10% | -12% | 2% | -3%
- C=CCn1c(N2CCCCCC2)nc2c1c(=O)n(C)c(=O)n2C
→ -1% | 2% | -11% | -6% | 4% | -5% | -11% | 7%
- Cc1ccc(-c2noc(-c3nnn(CC(=O)Nc4ccc(C)cc4Cl)c3N)n2)cc1
→ -1% | · | · | · | · | 7% | 8% | -4%
- CCCCc1nc2c(c3c1C[C@H](C)OC3)CN(C(=O)N[C@H](C(=O)OC)C(C)C)CC2
→ -4%[11.2 µM] | 1%[14.2 µM] | 5%[11.4 µM] | 6%[11.5 µM] | · | 2%[11.5 µM] | 2%[11.2 µM] | -6%[11.6 µM]
- CN1CCN(C(=O)c2cc3c(C(F)(F)F)nn(C)c3s2)CC1
→ -3% | 8% | -6% | i | -2% | -1% | -8% | -5%
- COC(=O)c1ccc(CNC(=O)COC(=O)COc2ccc(OC)cc2)cc1
→ -2% | 0% | 10% | -3% | · | ? | 6% | 1%
- Cc1nc(SCC(N)=O)c([N+](=O)[O-])[nH]1
→ -1% | 3% | -21% | -7% | -2% | ? | 2% | -7%
- O=[N+]([O-])c1cc(/C=N/O)ccc1SCc1ccccc1Cl
→ -3% | -11% | -2% | -8% | ? | -3% | 0% | -14%
- O=C(CSC1CS(=O)(=O)c2cc([N+](=O)[O-])ccc21)NNC(=O)c1ccccc1 (centres undefined)
→ -7% | 40%[activator] | 2% | -5% | · | · | -4% | 1%
- O=[N+]([O-])c1ccccc1S(=O)(=O)NCc1ccco1
→ 1% | 3% | -10% | i | -1% | 3% | 4% | 5%
- O=C(Cn1c(=O)oc2ccccc21)NCc1ccccc1Cl
→ 1% | · | · | · | · | 3% | 1% | -1%
- Cc1ccc(NC(=S)NNC(=O)CCn2cc(C)cn2)cc1
→ -8% | · | -2% | -3% | -4% | -11% | 6% | -9%
- O=c1c2ccccc2n2c(-c3ccc(F)c(F)c3)nnc2n1CCc1ccccc1
→ -1% | · | · | · | · | 11% | -4% | -8%
- CN(C)c1ccc(C2OC(=O)C3(CCCC3)C(=O)C2(C)C)cc1 (centres undefined)
→ -1% | -6% | -1% | i | · | -5% | -12% | 1%
- O=C(O)c1cccc(NS(=O)(=O)c2ccc3c(c2)C(=O)c2ccccc2C3=O)c1
→ -9% | 3% | 0% | 16% | -22% | ? | 0% | 13%
- COc1ccc(S(=O)(=O)NN(C)C)cc1N(C)S(=O)(=O)c1ccc(Cl)cc1
→ 4% | -1% | ? | -4% | -4% | -2% | 4% | -2%
- CCOC(=O)c1scc(-c2ccccc2)c1S(=O)(=O)N1CCN(c2ccccc2OC)CC1
→ 0% | · | · | · | · | -3% | -2% | 0%
- CCOC(=O)C1(Cc2cccc(OC)c2)CCN(Cc2ccc(OC)c(OC)c2)CC1
→ -2% | 60%[activator] | -13% | i | -21% | -2% | -4% | 2%
- Cc1ccc(C(=O)Nc2ccc3nccnc3c2)cc1
→ -4% | 9% | ? | -5% | 5% | -8% | 2% | -6%
- OC(CNCC1CCCO1)COc1ccc(OCC(O)CNCC2CCCO2)cc1 (centres undefined)
→ -6% | 2% | -8% | 0% | -18% | 6% | 6% | -2%
- Cc1nn(CC(=O)Nc2ccccc2C(F)(F)F)c(=O)c2cccn12
→ -3% | · | · | · | · | ? | -1% | ?
- NC(=O)c1sc2nc3c(c(-c4cccs4)c2c1N)CCCCC3
→ -1% | -9% | -27% | i | 10% | -13% | -12% | -8%
- Cc1ccc(C2c3c(oc4cc(C)c(C)cc4c3=O)C(=O)N2CCCN2CCOCC2)cc1 (centres undefined)
→ -2% | 7% | -20% | -7% | -1% | -14% | -1% | -5%
- Cc1ccc(N2C(=O)[C@@H]3[C@H](C2=O)[C@H]2C=CC=NN2[C@@H]3C(=O)Nc2ccccc2)cc1
→ 2% | 17% | -8% | i | -8% | -13% | -3% | 7%
- O=C(NCc1cccnc1)C1CCN(S(=O)(=O)c2cccnc2)CC1
→ 2% | -7% | -2% | i | · | -2% | -15% | 1%
- CCOC(=O)c1sc(NS(=O)(=O)c2ccc(C)cc2)nc1C
→ 0% | 11% | 1% | 0% | -1% | -8% | -2% | 8%

Next part.
Every second line gives: TexasRed fluor | GoLoco inh red | KDM4E inh | RECQ1 helicase | L3MBTL1 inh | Tau fibril ThT | TRb SRC2 PPI | Tau FP inhib
- CCOc1ccc(OCC)c(NC(=O)CN2CCC(NC(=O)c3cccc(F)c3)CC2)c1
→ 2% | 2% | -3% | -19% | -1% | -17% | -3% | -5%
- Cc1ccc(-n2c3c(cc(C(=O)NC4CCSC4=O)c2=O)C(=O)CC(C)(C)C3)cc1 (centres undefined)
→ -1% | 1% | ? | -4% | · | -17% | -8% | -2%
- O=C(CSc1nnc(Cc2ccccc2)o1)N1CCCc2ccccc21
→ 2% | -4% | 1% | -1% | · | -10% | -14% | 5%
- CCOC(=O)c1cc(/C(C)=N/OC(=O)c2ccc(Cl)cc2)on1
→ -3% | 7% | -11% | -6% | 12% | ? | -1% | 2%
- CCOc1cccc(N(C(=O)Cc2cccs2)C(C(=O)NC2CCCCC2)c2cccn2C)c1 (centres undefined)
→ 0% | 13% | -8% | -5% | -19% | -7% | -3% | -2%
- CCOC(=O)c1[nH]c2ccc(Br)cc2c1NC(=O)CCN1CCCCC1
→ -1% | 7% | -14% | i | -1% | -5% | -7% | 7%
- Cc1ccc(S(=O)(=O)c2nc(-c3ccccc3)oc2N2CCCCCC2)cc1
→ -3% | · | · | · | · | -11% | -1% | 1%
- CCC(C)n1c(=O)c2sccc2n2c(CCCC(=O)NCc3ccccc3Cl)nnc12 (centres undefined)
→ -1% | · | · | · | · | 5% | -2% | -4%
- Cc1ccc(S(=O)(=O)n2c3ccccc3c3nnc(C(=O)c4ccccc4)nc32)cc1
→ -1%[11.2 µM] | · | · | 0%[11.5 µM] | · | -9%[11.5 µM] | -1%[11.2 µM] | 3%[11.6 µM]
- O=C(Cc1ccc(Cl)cc1)NCCS(=O)c1ccc(Cl)cc1 (centres undefined)
→ -1% | 0% | 7% | -28% | -4% | -6% | -4% | -6%
